Screening data as filed in PubChem.
CRFR2-BP ag – CRF-BP/CRF-R2 complex agonism; HEK293 CRF-R2/CRF-BP, calcium dye fluorescence (FLIPR); percent of saturating CRF peptide response; activation, % at 13.2 µM; 350,000 compounds, 0.46% hits; AID 588473;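 active = activation of at least 50%, plus an integration ratio under a set limit after plate pattern correction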;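 also: plate controls were neutral control wells without compound for no effect and CRF at EC100 for full effect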
IDE act – IDE (human) activation, cell-based; P14735; HEK cells, FAbeta-B cleavage, fluorescence polarization; 0% vehicle, 100% cell-free pure enzyme wells; activation, % at 5.96 µM; 340,000 compounds, 0.073% hits; AID 493087;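 active = activation above the mean of all tested compounds plus 3 SD, set per screening campaign, cut at about 17% in these data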
CHRM4 PAM – potentiates acetylcholine response at human M4 receptor; P08173; CHO-K1 hM4/Gqi5, Fluo-8 calcium fluorescence, ACh EC20; 0% = ACh EC20, 100% = maximal ACh; activation, % at 3 µM; 360,000 compounds, 0.4% hits;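 active = activation above its plate's cutoff, the mean activation of sample wells plus 3 SD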; also: some results filed as inactive read as strong as hits
Target sequence (P08173 whole entry, looked up): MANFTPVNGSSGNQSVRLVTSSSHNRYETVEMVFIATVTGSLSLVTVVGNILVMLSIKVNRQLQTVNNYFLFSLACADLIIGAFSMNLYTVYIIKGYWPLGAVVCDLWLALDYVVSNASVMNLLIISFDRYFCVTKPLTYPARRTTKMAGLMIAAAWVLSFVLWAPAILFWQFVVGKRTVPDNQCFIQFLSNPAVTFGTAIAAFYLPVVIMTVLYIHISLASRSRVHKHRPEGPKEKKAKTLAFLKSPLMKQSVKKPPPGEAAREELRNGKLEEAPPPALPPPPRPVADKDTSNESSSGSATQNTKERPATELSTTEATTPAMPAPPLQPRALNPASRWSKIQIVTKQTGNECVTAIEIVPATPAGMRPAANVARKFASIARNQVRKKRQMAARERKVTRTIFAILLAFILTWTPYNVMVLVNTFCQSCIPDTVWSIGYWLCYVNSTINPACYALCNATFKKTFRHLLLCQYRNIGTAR
GalR3 antagonist – blocks the human galanin receptor 3; O60755; HEK293 GalR3-CNG cAMP membrane potential fluorescence; galR3 body fused to GalR1 C-terminus; inhibition, % at 3 µM; 360,000 compounds, 0.44% hits; AID 651719;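 active = inhibition above the screen-wide average plus 3 SD, cut at about 13% in these data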;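 also: forskolin and galanin both at EC90 stimulate the cells; cAMP rise reported by CNG channel membrane potential dye signal; 0% = forskolin plus galanin with DMSO and 100% = forskolin alone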
pCIP destab – compounds decreasing mouse p/CIP protein stability. 290,000 compounds, 0.01% hits. F442A p/CIP-EGFP cells, EGFP fluorescence, 16 h. decrease of EGFP signal, % at 10 µM;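 active = EGFP signal decrease of at least 30% at 10 µM or well 3 SD below plate mean, unless failing retest; inactive = the rest, including hits failing retest or dose response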; also: some compounds called inactive have numbers as strong as hits; many of its hits are not listed in these tables
CRFBP-R2 block – CRF-BP/CRF-R2 complex antagonism | 350,000 compounds, 0.59% hits | HEK293 CRF-R2/CRF-BP, CRF-induced calcium fluorescence | inhibition, % at 11.8 µM;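 active = inhibition of the ligand-induced calcium signal above about 50% at the single tested concentration, limit read from the data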
MEKK3 PB1 HTS – raises or lowers MEK5 binding to the human MEKK3 PB1 domain. bead-based flow cytometry, Alexa488-MEK5 binding to MEKK3; actives lie on both sides; 0 = blocked by unlabeled MEK5, 100 = vehicle. binding response (% of control), % at 10 µM. 290,000 compounds, 1.4% hits;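 active = binding response more than 3 SD above or below the average of its plate-row segment, actives on both sides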;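 also: Alexa488 bead fluorescence after subtracting the streptavidin-only scavenger bead signal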
IDE cell inh – inhibitors of human insulin-degrading enzyme in cells. P14735. HEK cells, FAbetaB cleavage, fluorescence polarization. inhibition, % at 5.59 µM. 320,000 compounds, 0.41% hits;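 active = percent inhibition above the average of all tested compounds plus 3 SD, set per screening campaign, cut at about 16% in these data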;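 also: IDE supplied by intact live HEK cells; FP after avidin binding of uncleaved biotin substrate so inhibition keeps polarization high; 0% = DMSO wells and 100% = 60 µM reference IDE inhibitor Ii1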
PHOSPHO1 inh – blocks human PHOSPHO1 phosphatase activity; Q8TCT1; recombinant PHOSPHO1, absorbance phosphatase assay; inhibition, % at 13.3 µM; 290,000 compounds, 1.1% hits; AID 1565; in the data active = inhibition above about 60%
Target sequence (Q8TCT1 whole entry, looked up): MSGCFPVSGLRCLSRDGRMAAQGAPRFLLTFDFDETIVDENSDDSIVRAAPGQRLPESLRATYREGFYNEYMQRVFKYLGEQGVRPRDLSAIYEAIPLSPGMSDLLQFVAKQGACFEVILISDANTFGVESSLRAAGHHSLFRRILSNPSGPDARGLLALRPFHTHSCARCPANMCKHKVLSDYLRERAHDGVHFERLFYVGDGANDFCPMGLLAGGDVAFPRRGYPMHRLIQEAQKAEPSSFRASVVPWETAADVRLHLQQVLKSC
Active calls of the source: *; / = not tested or not shown; [ ] = another dose, or the depositor's remark.

CHRM4 PAM,CRFR2-BP ag,PHOSPHO1 inh,pCIP destab,MEKK3 PB1 HTS,IDE cell inh,CRFBP-R2 block,GalR3 antagonist,IDE act,compound
-7,1.2,37,8,101,2,-9,-1,8,CCC(Oc1ccccc1)C(=O)Nc1ccccc1C(=O)N1CCN(C)CC1 (centres undefined)
-5,2.7,14,-10,95,4,-3,-4,-3,CC(=O)n1cc([C@@H]2C=C(C(=O)Nc3ccccc3)O[C@H](OCc3ccc(CO)cc3)C2)c2ccccc21
-4,-0.6,10,4,106,1,-27,-5,0,Cc1cc(=O)n2nc(N3CCC(C(=O)N4CCN(Cc5ccccc5)CC4)CC3)sc2n1
6,-0.2,24,18,101,5,4,0,0,Cc1cccc(/C=N/Nc2nncc3ccccc23)c1
-9,4.2,0,-5,98,-2,1,-2,-2,COc1ccc(NS(=O)(=O)c2cccc(N/C(=N\S(=O)(=O)c3ccccc3)c3ccc(F)cc3)c2)cc1
-2,-1.1,/,/,/,/,-12,-7,1,O=[N+]([O-])c1cc(S(=O)(=O)Nc2ccccc2)ccc1Nc1ccccc1
1,-0.6,-7,-8,102,-4,-18,-7,6,CCC(C)Oc1cccc(OCCCCN2C(=O)NC(C)(C)C2=O)c1 (centres undefined)
-2,-0.5,-1,0,106,-2,-2,-9,-5,C=CCCC(=O)Nc1nc(C)c(-c2csc(Nc3ccc(Cl)cc3)n2)s1
6,-0.6,50,-4,102,1,-14,9,4,Cc1nc(-c2cccnc2)sc1C(=O)Nc1ccc(F)cc1F
-3,-3.6,28,-4,103,9,18,6,0,CCOc1ncccc1C(=O)N1CCN(S(=O)(=O)c2ccc3ccccc3c2)CC1
-7,-0.7,-11,4,101,4,2,-2,0,Nc1ccc2oc3ccccc3c2c1
5,-0.1,20,12,102,2,-9,-3,4,O=C(CNS(=O)(=O)c1ccc(Cl)cc1)NNC(=O)c1cccnc1
-1,-0.3,10,3,100,6,-22,-1,3,Cc1ccc(-c2ccc(=O)n(CCC(=O)NCCN3CCCCC3C)n2)cc1 (centres undefined)
5,0.3,-12,1,98,4,-2,-10,-1,Cc1cc(C)c2c(c1)C1(OCCO1)C(=O)N2
2,-0.6,10,11,99,8,8,-10,-8,CC(=O)N1CCN(c2ccc(NC(=O)c3ccc4ccccc4c3)cc2)CC1
-21,-0.6,/,/,/,3,-18,-6,-3,Cc1ccc(Nc2cc(C)nc3ccccc23)c(C)c1
7,-1.3,-14,-9,103,5,-8,5,5,Cc1sc2nc(SCC(=O)N(C)C)[nH]c(=O)c2c1C
2,-0.5,/,/,/,-4,-9,-5,3,CN(C(=O)COc1ncnc2sccc12)C1CCCCC1
-9,-1.2,0,11,107,8,-2,-6,1,Cc1c(-c2ccccc2)[nH]n2c(=O)c3c(nc12)CCCC3
-9,0.4,31,-12,1.0*[inhibitor],4,4,-9,3,O=C(COC(=O)c1ccc(N2CCCC2=O)cc1)c1ccc(OC(F)F)cc1
13,1.0,1,-6,/,-2,24,-3,3,Cc1ccnc2nc(C(=O)Nc3nccs3)nn12
27,-0.7,-7,-4,97,-6,-3,-4,0,CCOC(=O)C[n+]1c(C)ccc2c1CCC2
3,-0.8,/,/,/,/,1,-6,1,COc1ccc(NC(=O)CCCNC(=O)c2ccc(Cl)cc2)cc1S(=O)(=O)N1CCOCC1
5,-0.3,/,/,/,-5,4,-2,0,COc1cc(C2=CN(Cc3ccccc3)CCC2=O)cc(OC)c1OC
-3,0.9,-4,-9,109,3,17,-4,-2,Cn1cc([N+](=O)[O-])c(C(=O)Nc2nc(-c3ccc(Cl)cc3)cs2)n1
-6,0.0,15,-10,101,-1,8,-3,1,Cc1cccc(N(C)S(=O)(=O)c2ccc(-c3cc(C)no3)s2)c1
2,1.9,/,/,/,-3,-3,-5,9,COc1ccc(CCNC(=O)C2CC(O)CN2S(=O)(=O)c2ccc(Cl)cc2)cc1OC (centres undefined)
3,0.3,-32,6,60,-2,2,9,-3,Cc1ccc2nc(SCC(=O)c3ccc(O)cc3O)[nH]c2c1
4,-0.4,/,/,/,2,19,-7,2,O=C(NCC(c1ccco1)N1CCc2ccccc21)c1ccccc1F (centres undefined)
-2,-1.1,43,-4,92,10,2,-8,1,Cc1ccccc1-n1c(SCC(=O)Nc2ccccc2Cl)nc2n[nH]c(C)c2c1=N
7,-0.9,13,-13,92,-1,-5,-4,-2,COc1ccc(C(=O)NCC(=O)OCC(=O)N2CCc3ccccc32)cc1
1,1.1,/,/,/,/,-1,-2,/,C[C@H](O)CNC(=O)c1[nH]cnc1C(=O)N[C@@H](C)c1ccccc1
4,1.5,-1,-6,108,0,2,-6,0,CC(C)(C)n1nnnc1CN1CCC(NC(=O)NC2CCCCC2)CC1
-1,-0.6,2,1,100,2,9,1,4,CCCCN(CCCC)C(=O)CCS(=O)(=O)c1ccc2c(c1)n(C)c(=O)c(=O)n2C
6,-0.7,-59,-7,107,-2,-13,-4,-1,O=c1c2cc3c(=O)n(-c4ccccc4O)c(=O)c3cc2c(=O)n1-c1ccccc1O
-5,6.9,19,2,102,9,-10,-9,4,CCC1CCCCN1S(=O)(=O)c1ccc(NC(=O)c2snnc2C)cc1 (centres undefined)
3,-4.2,-4,4,98,-1,-13,-1,-4,Cc1cc(C)cc(NC(=O)N2CCC(NC(=O)c3ccc(F)cc3)CC2)c1
-8,5.9,/,/,/,/,-7,/,5,COc1cc(OC)cc(-c2sc3ccc(OC)cc3c2-c2ccc(OCCN3CCOCC3)cc2)c1
-4,-3.5,-1,4,93,-8,12,-6,-1,Cc1cc(C)c2c(C)c(C(=O)NCc3ccncc3)oc2c1
-5,-4.2,32,0,82,10,-38,-5,-15,Cn1c(SCC(=O)Nc2nc3c(s2)CCCC3)nnc1-c1ccccc1
11,-2.2,33,-1,94,-2,4,3,0,O=C(CCC(=O)Nc1ccccc1Cl)NNC(=O)Nc1cccc([N+](=O)[O-])c1
-3,0.1,13,6,100,0,-12,-7,-4,OCc1cnc(SCc2ccccc2)n1Cc1ccccc1
-9,-0.5,0,-2,106,2,-18,-7,2,CN1CCc2nc(SCCOc3ccccc3)c(C#N)cc2C1
-1,2.6,14,-8,102,-1,-20,1,2,CCc1ccc(NC(=O)C(=S)NC2CCCCC2)cc1
10,-0.8,-20,1,99,0,-17,0,-2,C=CCn1c(=O)[nH]c2cc(C(=O)N3CC=C(c4ccccc4)CC3)ccc2c1=O
-9,0.2,35,8,105,-1,2,-3,4,Cc1ccc(C)c(NC(=O)CCN2CCc3ccccc3C2)c1
12,-1.8,11,3,100,4,3,-14,4,C=CCc1ccccc1OCC(O)CN1CCN(CCO)CC1 (centres undefined)
-5,0.2,-18,-2,139*,-5,1,-9,5,CC(C)C(=O)Nc1nnc(SCC(=O)NCc2ccco2)s1
-5,-0.7,/,/,/,-5,0,-2,0,COc1ccc(OC)c(-n2c(SCC(=O)NCC3CCCO3)nc3ccccc3c2=O)c1 (centres undefined)
12,0.6,17,-3,81,7,-7,-1,3,O=C(Cn1nc(-c2ccccc2)ccc1=O)NCCCN1CCOCC1
0,-0.7,-7,-2,101,5,12,-2,3,COc1ccc(-c2nc3nc(C)cc(C)n3n2)cc1
2,-1.1,/,/,/,-1,5,-3,2,Nn1c(SCC(=O)Nc2nccs2)nnc1-c1ccccn1
14,-1.5,12,-12,99,0,13,0,/,O=C(O)c1ccc(N=NN2CCCCC2)cc1
6,-0.6,-22,-11,/,0,5,-3,0,CCc1ccccc1NC(=O)c1nnn(CC(=O)Nc2ccccc2C)c1N
-1,0.2,/,/,/,-5,4,-2,1,Cc1ccc(C)c(S(=O)(=O)N2CCN(C(=O)/C=C/c3ccco3)CC2)c1
-13,-0.8,8,-18,83,3,-3,-5,3,N#CCCN(Cc1ccccc1)C(=O)Nc1ccc(F)cc1
-14,10.0,-6,-13,104,1,23,-6,-4,COC(=O)c1ccc(CN2CCN(CC=C(C)C)C(CCO)C2)cc1 (centres undefined)
5,0.7,-1,4,102,/,-5,-9,6,Cn1c(=O)c(C(=O)NCCCc2ccccc2)c(O)c2ccccc21
-4,-0.9,6,-7,103,-1,5,0,3,Cc1ccc(CN2C(=O)CCC2(C)C(=O)NCc2cccnc2)cc1 (centres undefined)
-4,0.0,-35,5,77,9,-10,-6,/,Cc1ccc(NC(=S)Nc2ccccn2)cc1C

Next part:
CHRM4 PAM,CRFR2-BP ag,PHOSPHO1 inh,pCIP destab,MEKK3 PB1 HTS,IDE cell inh,CRFBP-R2 block,GalR3 antagonist,IDE act,compound
6,-1.4,29,3,95,4,2,3,11,COc1ccc(C2/C(=C(/O)c3ccc4c(c3)CC(C)O4)C(=O)C(=O)N2CCCN2CCOCC2)cc1 (centres undefined)
-2,-0.5,7,-2,98,0,-36,-4,2,O=C1N(c2ccccc2)C2CS(=O)(=O)CC2N1c1ccc(Br)cc1 (centres undefined)
-1,-1.9,/,/,/,/,-34,-4,-3,C(=C1c2ccccc2-c2ccccc21)c1ccncc1
2,1.3,10,-4,103,1,1,2,7,COc1cc(S(=O)(=O)N2CCN(Cc3ccc4c(c3)OCO4)CC2)c(C)cc1C
9,2.9,18,4,100,4,-12,-1,9,COCCn1c(-c2ccccc2)cnc1N
8,-1.4,-10,-10,77,10,15,-4,-5,O=C(NCc1cccs1)C1CC(=O)N(C2CCCC2)C1 (centres undefined)
0,-2.1,12,-1,90,4,-11,-2,-1,Cc1n[nH]c(C)c1S(=O)(=O)N1CCN(C2CCCCC2)CC1
10,-1.9,-7,-1,103,-4,3,-6,2,O=C(NC1CC2CCCC(C1)N2C(=O)NC1CCCCC1)c1ccc(F)cc1 (centres undefined)
-3,-1.3,-2,1,100,-8,3,-5,0,CCOCCCN(C(=O)c1snc(C(N)=O)c1N)C(C(=O)NC1CCCC1)c1ccc(O)cc1 (centres undefined)
6,-0.8,16,11,101,6,78*,4,2,Cc1c(C(=O)Nc2c(F)cccc2F)sc2ncn(CC(=O)N3CCCCC3)c(=O)c12
0,-0.8,-40,3,100,7,17,-3,2,Cc1csc(NC(=O)CCN2C(=O)c3ccccc3S2(=O)=O)n1
-2,4.8,/,/,/,/,4,-6,/,CC1=C(C(=O)N(C)C)CC(CC(=O)NC2CCCC2)C(=O)N1Cc1ccc(F)cc1 (centres undefined)
-2,-0.5,/,/,/,2,-8,2,0,C#CCOCCOCCOCCNc1nc(N2CCN(C(=O)[C@H](CCC(=O)O)n3cc([C@@H](N)CO)nn3)CC2)nc(N2CCN(C(=O)[C@H](CCC(=O)O)n3cc([C@@H](N)CCSC)nn3)CC2)n1
-2,-0.8,4,4,93,-1,-10,-7,4,CSc1nnc([C@H](Cc2c[nH]c3ccccc23)NC(=O)OC(C)(C)C)o1

This is a random part of the collection. About 4.2% of those tested had a hit in this group.
